From PubChem BioAssay
APOBEC3G inh – blocks human APOBEC3G single-stranded DNA deamination; Q9HC16; inhibition, % at 20 µM; recombinant A3G, ssDNA deamination FAM/TAMRA fluorescence; actives 0.28% (n = 330,000); AID 493012;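 active = inhibition of at least 40% at 20 µM, with no more than 30% in the related APOBEC3A deaminase screen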;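 note: plate controls were DMSO wells with A3G for no effect and wells lacking A3G enzyme for full effect; some compounds called inactive have numbers as strong as hits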
Target sequence (Q9HC16 whole entry, looked up): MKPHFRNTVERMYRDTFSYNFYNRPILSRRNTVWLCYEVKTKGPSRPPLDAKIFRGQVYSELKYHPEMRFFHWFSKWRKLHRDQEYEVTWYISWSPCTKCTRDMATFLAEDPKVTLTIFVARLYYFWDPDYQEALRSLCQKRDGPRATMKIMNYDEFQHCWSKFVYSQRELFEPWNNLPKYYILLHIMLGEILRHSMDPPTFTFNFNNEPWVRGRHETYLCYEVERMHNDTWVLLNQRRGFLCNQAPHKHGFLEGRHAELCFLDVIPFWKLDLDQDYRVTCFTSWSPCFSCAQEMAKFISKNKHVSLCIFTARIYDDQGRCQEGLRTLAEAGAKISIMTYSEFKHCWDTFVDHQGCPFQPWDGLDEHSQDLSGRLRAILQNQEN
mIAP activ – increases mouse intestinal alkaline phosphatase activity; muIAP, CDP-Star luminescence, 30 min; stronger effect = higher value; 1 = vehicle-only enzyme signal, 0 = enzyme-free wells; activation factor at 10 µM; actives 0.24% (n = 330,000); AID 2805;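 active = activation factor of at least 2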; note: the source names both 10 and 20 µM as test concentration; values of inactives mirror those of a sister screen read the other way
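Assay system: mouse IAP enzyme; Reagent: CDP-Star chemiluminescent phosphatase substrate; Compound: DMSO-dissolved test compounds; Incubation: 30 min, room temperature; Technique: luminescence from enzymatic CDP-Star hydrolysis; Controls: DMSO-only wells and no-enzyme negative control.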
hIAP block – human IAP inhibition; P09923; actives 0.12% (n = 330,000); inhibition, % at 10 µM; AID 2544; purified IAP, CDP-Star luminescence, 30 min;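 active = inhibition reaching a set limit with compound at 10 µM in the primary screen, cut at about 35% in these data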;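 note: plate controls were DMSO wells with enzyme for no effect and no-enzyme buffer wells for full effect; values of inactives mirror those of a sister screen read the other way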
MPTP inh – permeability transition pore inhibition; isolated mouse mitochondria, Ca2+ swelling absorbance, 30 min; inhibition, % at 10 µM; actives 1.4% (n = 360,000);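 active = inhibition of 50% or more, scaled per plate between neutral and stimulator controls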;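 note: 0% = DMSO wells given calcium and 100% = 1 mM EGTA wells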
A3A deaminase – inhibitors of human APOBEC3A DNA deaminase | recombinant A3A, FAM/TAMRA ssDNA deamination fluorescence | AID 493011 | actives 0.41% (n = 330,000) | inhibition, % at 20 µM;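 active = at least 40% inhibition at 20 µM here, with at most 30% in a related deaminase screen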;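 note: plate controls were A3A with DMSO for no effect and wells lacking A3A enzyme for full effect; some results filed as inactive read as strong as hits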
Target sequence (P31941 whole entry, looked up): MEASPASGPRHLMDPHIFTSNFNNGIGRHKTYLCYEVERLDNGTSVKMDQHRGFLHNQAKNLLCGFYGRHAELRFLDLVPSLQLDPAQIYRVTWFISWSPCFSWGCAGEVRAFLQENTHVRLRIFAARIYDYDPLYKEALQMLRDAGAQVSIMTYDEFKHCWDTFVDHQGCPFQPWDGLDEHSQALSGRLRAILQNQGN
mIAP block – mouse IAP inhibition | actives 0.2% (n = 330,000) | inhibition, % at 10 µM | purified mouse IAP, CDP-Star luminescence, 30 min;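 active = inhibition of at least 40% at 10 µM in the primary screen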;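 note: plate controls were DMSO with enzyme for no effect and no enzyme wells for full effect; values of inactives mirror those of a sister screen read the other way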
ATG4B inhibitor – inhibitors of human ATG4B cysteine protease. Q9Y4P1. AID 504462. inhibition, % at 8.33 µM. actives 0.51% (n = 340,000). ATG4B cleavage of LC3-PLA2, NBD-HPC fluorescence, 1 h; in the data active = inhibition above about 40%
Target sequence (Q9Y4P1 whole entry, looked up): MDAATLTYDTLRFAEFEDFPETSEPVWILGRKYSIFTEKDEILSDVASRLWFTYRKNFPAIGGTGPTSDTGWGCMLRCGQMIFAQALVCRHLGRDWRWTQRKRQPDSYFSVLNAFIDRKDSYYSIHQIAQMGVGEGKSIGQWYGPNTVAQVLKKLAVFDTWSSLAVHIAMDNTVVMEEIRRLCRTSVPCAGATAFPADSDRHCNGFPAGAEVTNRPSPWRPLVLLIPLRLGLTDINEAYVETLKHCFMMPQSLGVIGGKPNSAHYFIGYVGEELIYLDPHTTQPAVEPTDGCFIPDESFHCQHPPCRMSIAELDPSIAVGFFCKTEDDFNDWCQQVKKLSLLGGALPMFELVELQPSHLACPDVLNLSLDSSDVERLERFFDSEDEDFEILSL
beta cell repl – MIN6 beta-cell proliferation induction | MIN6 cells proliferation, ATPlite luminescence, 48 h; cells starved in 0.2% serum; 100% = growth in 10% serum | proliferation, % at 10 µM | actives 0.29% (n = 330,000) | AID 2380;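 active = compounds whose signal lies at least 3.5 SD above the mean of all wells on their plate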;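 note: 0% = DMSO-treated cells in low-serum medium and 100% = 10% serum control; some compounds called inactive have numbers as strong as hits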
hIAP activ – increases human intestinal alkaline phosphatase activity | AID 2524 | purified human IAP, CDP-Star luminescence, 30 min; stronger effect = higher value; 1 = vehicle-only enzyme, 0 = enzyme-free background | P09923 | activation factor at 10 µM | actives 0.16% (n = 330,000);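 active = activation factor of the enzyme at least 2-fold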; note: the source names both 10 and 20 µM as test concentration; values of inactives mirror those of a sister screen read the other way
* hit, by the source's call; / = no result given.

SMILES | ATG4B inhibitor | hIAP block | beta cell repl | MPTP inh | hIAP activ | A3A deaminase | mIAP block | mIAP activ | APOBEC3G inh
CCOC(=O)c1cccc(NC(=O)/C=C/c2ccc([N+](=O)[O-])cc2)c1 | -10 | 10 | -2 | 92* | 0.9 | -3 | 13 | 0.87 | -3
C=CC[C@@H](CC(=O)N(CCO)Cc1ccccc1)C(=O)NC[C@@H](OC(=O)[C@@H](CC=C)Cc1ccc(F)cc1)c1ccccc1 | 4 | -6 | -6 | 0.8 | 1.1 | 0 | -10 | 1.1 | -2
OC/C(Br)=C(\Br)CO | 0 | 9 | 6 | -0.6 | 0.91 | 0 | 0 | 1 | -12
C[C@H]1CC[C@H]2C(=O)N[C@H](Cc3ccccc3)C(=O)N2[C@@H]1c1ccccc1 | 1 | -4 | -3 | / | 1 | -1 | 0 | 1 | -2
C/C(=N\NC(=O)C(C)n1nc(C)c([N+](=O)[O-])c1C)c1ccccc1O (centres undefined) | -6 | -28 | -4 | 3.8 | 1.3 | -1 | -3 | 1 | -4
CCCCNc1c(-c2ccc(-c3ccc(C(C)=O)cc3)c(OC)c2)nc2cc(C)ccn12 | 6 | 8 | -6 | 2.3 | 0.92 | -2 | 19 | 0.81 | -4
CCOC(=O)CC1C(=O)NCCN1Cc1cccs1 (centres undefined) | 7 | 5 | 1 | 1.1 | 0.95 | 0 | -2 | 1 | -2
COC(=O)C1CN(C(=O)COc2cccc(C)c2C)c2ccccc2O1 (centres undefined) | -7 | 4 | -3 | 0.9 | 0.96 | 1 | -1 | 1 | -2

SMILES | ATG4B inhibitor | hIAP block | beta cell repl | MPTP inh | hIAP activ | A3A deaminase | mIAP block | mIAP activ | APOBEC3G inh
CSc1ccccc1NC(=S)NC1CCCC1 | 3 | -13 | 0 | -0.9 | 1.1 | -8 | -5 | 1 | -6
COc1cccc(/C=N/Nc2ncccc2[N+](=O)[O-])c1OC | -5 | -40 | 1 | 1.2 | 1.4 | -2 | 3 | 0.97 | -6
CNS(=O)(=O)c1cnccc1N1CCN(c2cccc(C(F)(F)F)c2)CC1 | -5 | 1 | -3 | -0.2 | 0.99 | -5 | -4 | 1 | -6
COCCNCC(=O)N1CCCCCC1 | 1 | -6 | 3 | -3.4 | 1.1 | -1 | -3 | 1 | -15
CC(=O)Nc1ccc(S(=O)(=O)NCc2ccc(C)cc2)cc1 | 3 | 11 | -1 | -0.2 | 0.89 | 0 | -3 | 1 | 0
CCOC(=O)N1CCC(N(CCN(C)C)C(=S)Nc2ccccc2C)CC1 | 3 | 1 | -1 | 0.1 | 0.99 | -1 | 9 | 0.91 | -4
CC(=O)c1ccc(NC(=S)Nc2cccc3ccccc23)cc1 | 0 | -16 | -7 | 0.2 | 1.2 | -6 | 3 | 0.97 | -5
COc1ccccc1NC(=O)c1cc(-c2ccc(C)o2)nc2ccccc12 | -6 | 16 | 0 | -0.2 | 0.84 | -1 | 4 | 0.96 | -7

SMILES | ATG4B inhibitor | hIAP block | beta cell repl | MPTP inh | hIAP activ | A3A deaminase | mIAP block | mIAP activ | APOBEC3G inh
CCC(C)(C)NC(=O)C(C(C)C)N(CC1CCCO1)C(=O)CNS(=O)(=O)c1ccc(F)cc1 (centres undefined) | -5 | 8 | 0 | -0.1 | 0.92 | -2 | 7 | 0.93 | -13
FC(F)(F)c1cccc(OCc2noc(-c3ccsc3)n2)c1 | 13 | -10 | -2 | -2.5 | 1.1 | 0 | 5 | 0.95 | -4
CC(=O)c1cccc(NC(=O)c2ccc(C(=O)Nc3cccc(C(C)=O)c3)nc2)c1 | 1 | 0 | -2 | 1.6 | 1 | 4 | -8 | 1.1 | 22
O=C(NCCN1CCOCC1)C(=O)NCC1OCCN1S(=O)(=O)c1cc(F)ccc1F (centres undefined) | 9 | 4 | 2 | 0.0 | 0.96 | -3 | 6 | 0.94 | -7
CS(=O)(=O)Nc1ccc(Br)cc1C(=O)c1ccccc1 | -5 | -8 | -1 | 2.1 | 1.1 | 1 | 3 | 0.97 | -2
COc1ccccc1-c1noc(CCC(=O)NC2CCCCC2)n1 | -1 | -1 | -2 | 0.9 | 1 | 8 | 4 | 0.96 | -4
O=C1c2ccccc2C(=O)N1Cc1ccc2c(c1)OCO2 | 7 | -100 | -1 | -2.5 | 2* | 1 | -5 | 1.1 | -3
CC1(C)Cc2c(c(-c3ccccc3)[nH]c(=O)c2C#N)CO1 | -2 | 0 | -2 | -1.1 | 1 | 1 | 5 | 0.95 | 1

SMILES | ATG4B inhibitor | hIAP block | beta cell repl | MPTP inh | hIAP activ | A3A deaminase | mIAP block | mIAP activ | APOBEC3G inh
C[C@@H](OC(=O)c1[nH]cnc1C(=O)NCc1ccc(CNC(=O)OC(C)(C)C)cc1)c1ccccc1 | -15 | -61 | -5 | -1.1 | 1.6 | -3 | -10 | 1.1 | -6
COc1cccc(-n2c(SCC(=O)Nc3sc4c(c3C(N)=O)CCC4)nc3ccccc3c2=O)c1 | 26 | 12 | 0 | 1.8 | 0.88 | 3 | 3 | 0.97 | 2
COC(=O)c1ccc(C(=O)OC)c(NC(=O)CS(=O)(=O)Cc2ccccc2)c1 | 4 | -13 | -2 | -2.5 | 1.1 | 4 | -7 | 1.1 | 0
COc1cc(/C=N/Nc2ccc(F)cc2F)cc(OC)c1OC | -5 | -7 | -2 | 0.9 | 1.1 | -1 | 9 | 0.91 | -2
Cc1cc(C)c(C#N)c(SCc2ccccc2C)n1 | 10 | -1 | 0 | -1.1 | 1 | 3 | 13 | 0.87 | 0
COc1cc(N)c(Cl)cc1C(=O)OCC(=O)Nc1cccnc1Cl | -11 | 8 | 10 | -2.2 | 0.92 | 6 | 0 | 1 | 0
CCNc1c(N)c(=O)oc2ccccc12 | 1 | -11 | 1 | 0.6 | 1.1 | -8 | 4 | 0.96 | 3
Clc1nc(NC2CCCC2)nc(N2CCOCC2)n1 | -5 | -11 | 1 | 0.6 | 1.1 | -2 | -1 | 1 | -3

Reprinted at random: 2 records from the list.
SMILES | ATG4B inhibitor | hIAP block | beta cell repl | MPTP inh | hIAP activ | A3A deaminase | mIAP block | mIAP activ | APOBEC3G inh
Clc1nc(NC2CCCC2)nc(N2CCOCC2)n1 | -5 | -11 | 1 | 0.6 | 1.1 | -2 | -1 | 1 | -3
COc1cc(N)c(Cl)cc1C(=O)OCC(=O)Nc1cccnc1Cl | -11 | 8 | 10 | -2.2 | 0.92 | 6 | 0 | 1 | 0

Later entries
SMILES | ATG4B inhibitor | hIAP block | beta cell repl | MPTP inh | hIAP activ | A3A deaminase | mIAP block | mIAP activ | APOBEC3G inh
COC(=O)c1[nH]nc(C(=O)OC(C)(C)C)c1-c1ccccc1 | -8 | -15 | 0 | 1.9 | 1.2 | 6 | 2 | 0.98 | 1
CC1CN(C(=O)C(Sc2ccccc2)c2ccccc2)CC(C)O1 (centres undefined) | 4 | 2 | -1 | 1.3 | 0.98 | -4 | -2 | 1 | -13
CC(C)C[C@H](NC(=O)N1CCn2c1nc1ccccc12)C(=O)NCC1CCCO1 (some centres undefined) | -6 | 6 | 0 | -1.2 | 0.94 | -1 | 6 | 0.94 | 1
c1ccc(N2CCN(c3ncccn3)CC2)cc1 | -10 | 10 | -1 | -0.6 | 0.9 | 1 | -5 | 1.1 | -5
COc1cc(C(=O)Nc2nc(-c3cc(C)ccc3C)c(C)s2)ccc1OCC(=O)Nc1ccc(F)cc1 | 0 | 10 | -3 | 0.2 | 0.9 | 6 | -5 | 1.1 | -2
CSc1nsc(SC)c1C(=O)O | 6 | 2 | 0 | -1.0 | 0.98 | 0 | -2 | 1 | 2
COc1ccccc1NC(=O)CN(Cc1ccco1)C(=O)c1ccc(Cl)nc1 | -5 | 2 | 5 | -0.5 | 0.98 | 0 | -6 | 1.1 | 2
Cc1cc(C)nc(CC(N)=O)n1 | -2 | -4 | -1 | 2.3 | 1 | -5 | 2 | 0.98 | -7

One compound at a time, as listed above. Screens in order: ATG4B inhibitor | hIAP block | beta cell repl | MPTP inh | hIAP activ | A3A deaminase | mIAP block | mIAP activ | APOBEC3G inh
CSc1nsc(SC)c1C(=O)O in the list: 6 | 2 | 0 | -1.0 | 0.98 | 0 | -2 | 1 | 2
COC(=O)c1ccc(C(=O)OC)c(NC(=O)CS(=O)(=O)Cc2ccccc2)c1 in the list: 4 | -13 | -2 | -2.5 | 1.1 | 4 | -7 | 1.1 | 0
COc1cc(N)c(Cl)cc1C(=O)OCC(=O)Nc1cccnc1Cl in the list: -11 | 8 | 10 | -2.2 | 0.92 | 6 | 0 | 1 | 0
COC(=O)C1CN(C(=O)COc2cccc(C)c2C)c2ccccc2O1 (centres undefined) in the list: -7 | 4 | -3 | 0.9 | 0.96 | 1 | -1 | 1 | -2
C[C@@H](OC(=O)c1[nH]cnc1C(=O)NCc1ccc(CNC(=O)OC(C)(C)C)cc1)c1ccccc1 in the list: -15 | -61 | -5 | -1.1 | 1.6 | -3 | -10 | 1.1 | -6

Other compounds follow.
SMILES | ATG4B inhibitor | hIAP block | beta cell repl | MPTP inh | hIAP activ | A3A deaminase | mIAP block | mIAP activ | APOBEC3G inh
Cc1ccc(O)c(C(CC(=O)NCc2cccnc2)c2ccccc2)c1 (centres undefined) | -5 | 7 | -4 | 1.7 | 0.93 | 1 | 4 | 0.96 | -3
COCc1cc(C)nc(OCC(=O)N/N=C/c2ccc(C)cc2)c1C#N | -3 | -10 | -3 | 4.2 | 1.1 | -2 | -4 | 1 | -9
Cc1ccc(C)c(N2CCN(C(=O)Cn3ncc4c([nH]c5ccc(C)cc54)c3=O)CC2)c1 | -2 | -21 | -4 | -1.5 | 1.2 | -5 | 8 | 0.92 | -7
COc1cc2c(C#N)c(N3CCCCC3)nc(N)c2c(N)n1 | -7 | -27 | -4 | -5.9 | 1.3 | -17 | 11 | 0.89 | -1
COC(=O)c1ccc(CNC(=O)CSc2nc3ccccc3[nH]2)cc1 | 4 | 5 | 0 | -0.5 | 0.95 | 0 | 10 | 0.91 | -9
Cc1cccc(C(=O)Nc2nnc(S(=O)(=O)N3CCCCCC3)s2)c1 | 0 | -33 | 2 | 1.8 | 1.3 | 3 | -2 | 1 | -8
O=C(COC(=O)c1cc(NS(=O)(=O)c2cccs2)ccc1O)Nc1cc(Cl)ccc1Cl | -13 | -12 | 1 | 7.4 | 1.1 | 8 | 4 | 0.96 | 0
CCC(=O)Oc1ccc(C(=O)Nc2c[nH]c(=O)[nH]c2=O)cc1 | 0 | 15 | 0 | 0.4 | 0.85 | -2 | -3 | 1 | -4

SMILES | ATG4B inhibitor | hIAP block | beta cell repl | MPTP inh | hIAP activ | A3A deaminase | mIAP block | mIAP activ | APOBEC3G inh
Cc1cc(C)n(-c2nc(C)nc3sc4c(c23)CCC(C)C4)n1 (centres undefined) | -2 | -18 | -1 | 0.2 | 1.2 | -2 | 7 | 0.93 | -4
CCOc1ccc(S(=O)(=O)N2CCN(C(=O)C3CC3C)CC2)cc1 (centres undefined) | 3 | -16 | -2 | -3.1 | 1.2 | 2 | 6 | 0.94 | 0
O=C(CNC(=O)c1cccc([N+](=O)[O-])c1)NC1CCCc2ccccc21 (centres undefined) | 5 | 8 | -3 | -0.8 | 0.92 | -1 | -2 | 1 | -3
CCOc1ccccc1C(=O)NCC(=O)Nc1ccc2c(c1)OCO2 | 3 | -3 | -4 | 0.3 | 1 | -3 | -13 | 1.1 | -8
COc1ccccc1N1CCN(C(=O)c2ccccc2Oc2ccccc2)CC1 | -5 | -4 | 2 | -4.0 | 1 | -7 | 4 | 0.96 | -9
Cc1occc1-c1nnc(SCC(=O)N2CCCc3ccccc32)n1Cc1ccco1 | 14 | 8 | 1 | -1.0 | 0.93 | 2 | 0 | 1 | -3

Compounds as they come (roughly 3.3% active in at least one column).
